EPAC1 antag: antagonists of human EPAC1; O95398; EPAC1 GEF assay, Rap1b-BODIPY-GDP exchange fluorescence; Potency, µM (series often up to 115 µM), for the others: at the top dose activity change, negative = inhibition, hits mostly inhibitors; hit rate 0.14% among 360,000; AID 720709;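 further: potency means the concentration at half of the fitted maximal effect; plate controls were vehicle for no effect and positive control for full effect; nearly all actives have a fitted effect of over 50% in size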
EPAC2 ag: agonists of human EPAC2 (RAPGEF4); hit rate 0.079% among 360,000; EPAC2 activation, biochemical qHTS; response scale: 100% = 6.5 mM cAMP response; Potency, µM (titrated, usually from 154 µM), for the others: at the highest dose activation, actives largely listed as activators; further: potency means the concentration at half of the fitted maximal effect; nearly all actives have a fitted effect of over 50% in size
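Compounds were added across a concentration range to EPAC2 (100 nM), RAP1B-BODIPY-GDP (250 nM) and GDP (50 uM). After 5 min at room temperature, fluorescence was recorded at 5-min intervals for 30 min.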
IL2 activator: activates IL-2 in a cell-based reporter assay. IL-2 activation reporter assay, cell-based qHTS; stimulated with anti-CD3/CD4/CD28 beads; in transgenic mouse T cells. activation, % (series mostly up to about 46 µM). hit rate 0.065% among 360,000. AID 652025; in the data active means activation above about 50%; inconclusive means mostly about 30% to 49%; further: 0% is about no effect
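Unstimulated transgenic mouse T cells; 60-min compound exposure; bead-based TCR/CD4/CD28 stimulation; 18 h culture, 37 degrees C; dual fluorescence (EGFP, DsRed) plate cytometry.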
WRN helicase inh: blocks human WRN helicase. Q14191. WRN helicase unwinding, fluorescent forked duplex, kinetic. Potency, µM (top dose mostly 114 µM), inactives show top-dose activity change, negative = inhibition, hits mostly inhibitors. hit rate 0.46% among 360,000; further: potency means the concentration at half of the fitted maximal effect; on the % scale 0 is the no-effect control and ±100 the full control effect; nearly all actives have a fitted effect of over 55% in size
Target sequence (Q14191 whole entry, looked up): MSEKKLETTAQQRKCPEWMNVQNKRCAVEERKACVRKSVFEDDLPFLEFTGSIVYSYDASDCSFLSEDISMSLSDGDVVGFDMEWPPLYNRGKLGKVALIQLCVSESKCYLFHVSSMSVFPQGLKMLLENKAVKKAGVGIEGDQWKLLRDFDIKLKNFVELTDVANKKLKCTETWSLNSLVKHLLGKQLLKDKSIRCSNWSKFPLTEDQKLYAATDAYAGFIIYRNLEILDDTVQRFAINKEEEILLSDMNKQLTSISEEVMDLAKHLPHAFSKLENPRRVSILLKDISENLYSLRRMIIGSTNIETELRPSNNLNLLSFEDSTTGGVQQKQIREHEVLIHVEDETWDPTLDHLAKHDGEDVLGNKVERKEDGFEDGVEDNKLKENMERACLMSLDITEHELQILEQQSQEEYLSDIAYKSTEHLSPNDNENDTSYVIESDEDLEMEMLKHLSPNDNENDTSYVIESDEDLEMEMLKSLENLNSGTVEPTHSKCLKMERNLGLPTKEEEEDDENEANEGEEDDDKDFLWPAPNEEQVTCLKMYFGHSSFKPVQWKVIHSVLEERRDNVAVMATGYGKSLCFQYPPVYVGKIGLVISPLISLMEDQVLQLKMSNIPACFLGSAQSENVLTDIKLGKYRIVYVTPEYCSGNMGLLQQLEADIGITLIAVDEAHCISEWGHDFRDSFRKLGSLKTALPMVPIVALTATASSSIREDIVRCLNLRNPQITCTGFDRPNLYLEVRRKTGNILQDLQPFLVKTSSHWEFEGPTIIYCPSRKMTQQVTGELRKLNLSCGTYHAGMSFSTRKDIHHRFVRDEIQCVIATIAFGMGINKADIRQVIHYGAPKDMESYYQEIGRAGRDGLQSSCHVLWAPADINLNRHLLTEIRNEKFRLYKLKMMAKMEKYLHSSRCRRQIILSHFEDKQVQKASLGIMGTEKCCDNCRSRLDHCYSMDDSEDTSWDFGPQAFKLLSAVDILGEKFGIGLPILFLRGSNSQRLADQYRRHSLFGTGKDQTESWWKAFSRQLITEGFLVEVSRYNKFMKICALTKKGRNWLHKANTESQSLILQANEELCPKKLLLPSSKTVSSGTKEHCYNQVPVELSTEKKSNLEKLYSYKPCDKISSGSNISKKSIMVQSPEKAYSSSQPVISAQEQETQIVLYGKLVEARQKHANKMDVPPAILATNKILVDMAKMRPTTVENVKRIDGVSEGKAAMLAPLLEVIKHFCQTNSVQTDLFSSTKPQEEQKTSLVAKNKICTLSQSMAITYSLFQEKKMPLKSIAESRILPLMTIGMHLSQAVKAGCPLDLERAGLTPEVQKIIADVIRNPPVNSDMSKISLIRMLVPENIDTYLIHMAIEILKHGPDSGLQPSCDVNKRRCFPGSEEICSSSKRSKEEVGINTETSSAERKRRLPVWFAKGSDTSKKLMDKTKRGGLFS
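Fluorescence dequenching readout, ex 525 nm/em 598 nm, kinetic mode: forked duplex DNA (100 nM final) with adjacent fluorophore and quencher unwound by WRN (20 nM final) with 2 mM ATP. Compound preincubation 15 min, room temperature.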
PLK1 PBD inh: inhibitors of human PLK1 polo-box domain binding | hit rate 2.8% among 360,000 | P53350 | Potency, µM, for inactives: max response, negative = inhibition, actives largely listed as inhibitors | Plk1 PBD binding of FITC phosphopeptide, fluorescence polarization | AID 720504; further: potency means the concentration at half of the fitted maximal effect; series mostly up to about 57 µM; on the % scale 0 is the no-effect control and ±100 the full control effect; nearly all actives have a fitted effect of over 65% in size
PI5P4Ka inh: PI5P4K alpha (human) kinase inhibition. max response, %. PI5P4Kalpha enzyme, ADP-Glo luminescence, 60 min; hits give low values. hit rate 1.2% among 330,000; active means max response of -50% or lower; inconclusive means between -30% and -50%; inactive means -30% or higher; further: value at the top dose of about 77 µM; on the % scale 0 is the no-effect control and ±100 the full control effect
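ADP-Glo luminescence end-point read after a 60 min room-temperature kinase reaction of PI5P4Kalpha plus substrate, initiated with ATP at 5 microM final. Buffer: 0.038 M HEPES pH 7.4, EGTA, 0.1% CHAPS, 5% DMSO.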
EPAC1 ag: activates human EPAC1 exchange factor. hit rate 0.073% among 360,000. O95398. EPAC1 agonist qHTS, biochemical assay; response scale: 100% = response to 6.5 mM cAMP. Potency, µM (titrated, usually from 154 µM), for the others: at the highest dose activation, actives largely listed as activators; further: potency means the concentration at half of the fitted maximal effect; nearly all actives have a fitted effect of over 60% in size
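Multi-concentration qHTS readout: loss of Rap1B-bound BODIPY-GDP fluorescence driven by 100 nM EPAC1 with excess GDP (50 uM), monitored kinetically at room temperature; agonist response expressed relative to 6.5 mM cAMP.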
CCT modulator: cytosolic chaperonin activity modulation; activity change, % (concentration not given with the values), hits read low; hit rate 0.3% among 360,000; purified chaperonin ATPase assay, HTRF ADP detection, 30 min; in the data active means activity change below about -30%; further: on the % scale 0 is the no-effect control and ±100 the full control effect
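Nucleotide hydrolysis assay: TRiC at 20–40 nM final (set by batch activity) with 10 uM ATP, 30 min at 37 °C, in presence of 76 uM compound. Detection by competitive ADP HTRF, 30 min ambient.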
Numbers without * were called inactive; ? = inconclusive; . = not tested or not shown; [ ] = remark or other dose. Unless noted, the call rests on the fitted dose curve; in most records, active means well fitted curve in the direction sought with a large enough effect; inconclusive means small, poorly fitted or top-dose-only effect, or another doubt; inactive means no such curve, though single readings can be large; an effect the other way counts as inactive or inconclusive. These rows are one share of the data (hit frequency here may not be typical).

SMILES	EPAC1 antag	EPAC2 ag	IL2 activator	WRN helicase inh	PLK1 PBD inh	PI5P4Ka inh	EPAC1 ag	CCT modulator
COc1ccc(C)cc1NC(=O)C(c1ccccc1)N1CCN(CC(=O)NC2CC2)CC1 (stereo not drawn)	5%	2%	-2.3	9%	-3%	8	2%	-2.1
COc1ccc(N(CC(=O)N/N=C/c2ccc(-c3ccc([N+](=O)[O-])cc3)o2)S(=O)(=O)c2ccc(C)cc2)cc1Cl	-18%	-4%	-0.9	-16%	0%	-1	-12%	-1.9
Cc1ccccc1NS(=O)(=O)c1ccc(C)c(C(N)=O)c1	6%	3%	-0.4	0%	0%	-1	2%	-0.4
COc1ccc(C(=O)Nc2cccc(C(=O)NCc3ccccc3)c2)cc1	-19%	15%	-2.0	-10%	-9%	3	11%	-1.1
CCN1CCCC1CN(Cc1cc2cc(C)cc(C)c2[nH]c1=O)C(=O)Nc1ccccc1OC (stereo not drawn)	7%	5%	-0.2	-5%	-6%	-6	-6%	-1.9
O=C(Cn1nnc(-c2ccc(F)cc2)n1)OCC(=O)c1ccccc1	1%	12%	-0.9	-11%	-7%	-13	1%	-0.4
O=C(Cc1cccc(NC(=O)C2CCCN(C(=O)C3CCC3)C2)c1)Nc1cccc(C(=O)N2CCCC2)c1 (stereo not drawn)	-1%	7%	-0.4	15%	-3%	3	-19%	-0.7
COc1ccc(N2CCN(C(=O)CCCn3c(=S)[nH]c4cc5c(cc4c3=O)OCO5)CC2)cc1	15%	4%	-0.4	-4%	-9%	0	5%	1.9
CC(NC(=O)CCCc1c[nH]c2ccccc12)c1ccc(F)cc1 (stereo not drawn)	-10%	8%	2.1	-31%	-4%	2	2%	-2.0
CC1(C)Cc2c(cnn2-c2ccc(F)cc2)C(NC(=O)CCn2cncn2)C1 (stereo not drawn)	7%	-10%	0.3	-7%	0%	5	-3%	0.2
CCCc1[nH]nc2c1C(c1ccccc1OCC)C(C#N)=C(N)O2 (stereo not drawn)	8%	-5%	-2.2	-13%	?	.	6%	2.8
Cc1ccc(Cn2ncc3c(NN)ncnc32)cc1	-15%	11%	-1.0	8%	4%	-1	-6%	-1.2
CCC(=O)Nc1nc(C)c(-c2csc(Nc3cccc(C(=O)O)c3)n2)s1	-3%	0%	-0.7	-27%	?	-23	-10%	-4.4
CCOC(=O)[C@H]1[C@H]2COc3ccc(Br)cc3[C@H]2N2C(=O)CN(CCc3c[nH]c4ccccc34)C(=O)[C@@]12C	-24%	2%	0.7	-10%	-10%	1	-7%	-1.3
CCOC(=O)c1cc2cc3ccccc3cc2[nH]1	2%	9%	-0.4	7%	-4%	.	-10%	1.3
COc1ccc(C2NC(c3ccc(OC)cc3)C([N+](=O)[O-])C(C)(C)C2[N+](=O)[O-])cc1 (stereo not drawn)	3%	13%	0.7	-5%	-8%	7	16%	-1.1
COc1cccc2c(=O)n(CC(=O)Nc3ccccc3)ccc12	-7%	9%	-1.4	-13%	-8%	-2	4%	-11
OC(c1ccc(F)cc1)c1nc(-c2cccs2)cs1 (stereo not drawn)	-1%	9%	-0.2	-2%	4%	1	-8%	1.1
COc1ccc(-n2nc(C(=O)NCC(=O)N3CCC(C)CC3)c3ccccc3c2=O)c(OC)c1	-13%	1%	-1.0	5%	-5%	-3	-6%	-0.2
CC(=O)N(CCN(C(C)=O)c1ccccc1)c1ccccc1	3%	4%	-2.0	10%	-8%	-6	21%	0.5
COCCN(C(=O)Cc1ccc(S(=O)(=O)N2CCOCC2)s1)c1c(N)n(CC(C)C)c(=O)[nH]c1=O	4%	17%	-0.5	-1%	-14%	-11	3%	-0.5
O=S(=O)(c1ccc(Cl)cc1)N1CCN(Cc2ccc(O)c3ncccc23)CC1	9%	7%	2.4	1%	-11%	-3	9%	-3.3
CCOc1ccc(N2C(=O)c3ccccc3C2=O)cc1	10%	6%	-0.6	8%	-6%	1	6%	1.1
Cc1ccccc1CN1CCN(c2nc3ccccc3s2)CC1	-15%	18%	-3.2	-3%	2%	0	15%	-1.7
CC(C(=O)Nc1nccs1)N1C(=O)C2CC=CCC2C1=O (stereo not drawn)	0%	0%	-0.5	-5%	-1%	3	-4%	-2.9

Other compounds:
SMILES	EPAC1 antag	EPAC2 ag	IL2 activator	WRN helicase inh	PLK1 PBD inh	PI5P4Ka inh	EPAC1 ag	CCT modulator
CN(C)S(=O)(=O)c1cccc(C(=O)NC2CCSc3ccccc32)c1 (stereo not drawn)	2%	-2%	-1.4	-4%	-2%	7	2%	-0.8
Cc1ccccc1CSCCNC(=O)CSCc1ccc([N+](=O)[O-])cc1	1%	14%	0.4	-11%	-3%	-9	9%	-0.6
CCc1cc(C(=O)N/N=C/c2c(C)[nH]c3ccccc23)cs1	-8%	5%	-0.2	-23%[57.1 µM]	-2%	4	1%	-2.3
O=C(c1ccccc1)c1cccc(NC(=O)c2ccco2)c1	3%	-1%	0.7	0%	3%	-3	-2%	-1.9
O=C(CC1C(=O)NCCN1Cc1c(F)cccc1Cl)NCCCn1cccn1 (stereo not drawn)	-1%	-2%	0.6	-4%	-23%	2	15%	0.6
CCOC(=O)c1c(C)[nH]c(C(=O)OCC(=O)NCc2ccccc2)c1C	-18%	-5%	-0.1	-3%	-1%	-1	4%	-1.4
c1ccc(-c2n[nH]c3ccccc23)cc1	-3%	-7%	4.9	-4%	-5%	.	4%	2.5
CCCc1cc(=O)oc2cc3occ(C)c3cc12	3%	-16%	-1.5	7%	-6%	.	2%	0.4
CCCCCCCN1C2=NCCN2c2ccccc21	12%	0%	-4.3	0%	2%	-4	1%	0.9
COc1cccc(-n2nc(C(=O)NCC3CCCO3)c3ccccc3c2=O)c1 (stereo not drawn)	18%	2%	-3.1	4%	-2%	-5	0%	0.8
CCNc1ccccc(C(=O)/C=C/c2ccc3c(c2)OCO3)c1=O	?	-54%[inhibitor][15.6 µM]	-0.8	56µM*	24µM*	-56*	-8%	-1.5
COc1ccc(NC(=O)CN2CCN(CC(=O)Nc3cc(OC)cc(OC)c3)CC2)cc1	0%	5%	-0.9	-5%	-5%	2	0%	1.1
NC(=O)c1ccsc1NC(=O)COC(=O)c1ccccc1NCc1ccco1	1%	0%	-1.2	-3%[11.6 µM]	-2%	-5	8%	-0.7
CC(C)C(=O)Nc1cccc(C(=O)Nc2cc([N+](=O)[O-])ccc2F)c1	-4%	8%	-0.1	-5%	-2%	3	-2%	1.9
O=C(Nc1ccon1)c1ccccc1Cl	10%	-2%	-1.8	1%	-3%	3	1%	-1.7
Cc1c(NC(=O)Nc2ccc3c(c2)OCO3)c(=O)n(-c2ccccc2)n1C	-15%	6%	0.5	-4%	-5%	.	7%	-3.5
COCCNC(=O)CN(c1cc(Cl)ccc1OC)S(C)(=O)=O	8%	7%	-1.7	-2%	-1%	.	-1%	-0.6
COC(=O)CN(c1ccc2c(c1)OCCO2)S(=O)(=O)c1ccccc1	-15%	9%	0.8	5%	1%	-4	-6%	-8.1
Clc1ccc(CNCC2CCCO2)c(Cl)c1 (stereo not drawn)	-19%	2%	-0.3	-1%	2%	0	0%	-1.2
CC(Oc1ccccc1)c1ccnn1S(=O)(=O)c1ccccc1 (stereo not drawn)	-24%	13%	1.1	0%	-13%	1	16%	-0.4
Cc1cc(OC(C)C(=O)NCc2ccncc2)c2c(C)c(C)c(=O)oc2c1 (stereo not drawn)	-9%	3%	-3.0	-7%	12µM*	-12	14%	-0.1
Cc1ccc(Cc2nc(-c3ccccn3)no2)cc1	7%	-8%	-1.0	5%	1%	0	-1%	-0.1
CCN(CC)CC(=O)Nc1ccc(C)cc1Br	4%	19%	0.3	-7%	-4%	17	0%	3.6
COc1cccc(C(C(=O)NC(C)(C)C)N(Cc2ccc(C)cc2)C(=O)CCC(=O)Nc2cc(C)on2)c1OC (stereo not drawn)	-14%	-10%	0.3	-5%	-3%	-6	-18%	1.0
CCOC(=O)N1CCC(NS(=O)(=O)c2cc(C(=O)OC)n(C)c2)CC1	1%	11%	-2.1	1%	-1%	1	5%	1.3

New compounds follow:
SMILES	EPAC1 antag	EPAC2 ag	IL2 activator	WRN helicase inh	PLK1 PBD inh	PI5P4Ka inh	EPAC1 ag	CCT modulator
Cn1c(SCc2ccc(F)cc2)nnc1-c1cnccn1	7%	3%	2.5	7%	1%	2	-2%	-2.1
O=C(CN(Cc1ccco1)Cc1cccs1)N1CCN(S(=O)(=O)c2cccc(F)c2)CC1	-12%	12%	1.3	-3%	-12%	-2	11%	-2.2
Oc1cc2ccccc2cc1-c1n[nH]c(=S)o1	79µM*	4%	0.4	-25%	12µM*	-73*	-9%	0.5
CN=C(Nc1ccc(C)c(C)c1)SC1CC(=O)N(c2ccc(OC)cc2)C1=O (stereo not drawn)	-9%	-2%	0.3	-4%	-4%	13	-8%	-0.1
O=C(NCc1n[nH]c(=S)n1-c1ccc(Br)cc1)c1ccc(S(=O)(=O)N2CCCCC2)cc1	1%	10%	0.4	5%	-15%	2	6%	-5.1
CCOC(=O)C1(Cc2ccccc2Cl)CCN(C(=O)c2cc(C)on2)CC1	-12%	0%	-1.4	-10%	-9%	7	-2%	1.0
O=C(NCc1cccc(C(F)(F)F)c1)c1cc(Cl)ccc1Cl	-12%	-19%	0.3	0%	-3%	2	-19%	0.5
O=S(=O)(c1cc(C(F)(F)F)ccc1Cl)N1CCN(c2ncnc3ccccc23)CC1	-8%	-4%	-0.1	3%	0%	-1	?	1.8
N#Cc1nc(-c2ccco2)oc1N1CCCC1	-3%	4%	-0.4	-1%	-3%	-9	-1%	0.2

Pulled by structure from the list above, seven records:
SMILES	EPAC1 antag	EPAC2 ag	IL2 activator	WRN helicase inh	PLK1 PBD inh	PI5P4Ka inh	EPAC1 ag	CCT modulator
Cn1c(SCc2ccc(F)cc2)nnc1-c1cnccn1	7%	3%	2.5	7%	1%	2	-2%	-2.1
O=C(NCc1n[nH]c(=S)n1-c1ccc(Br)cc1)c1ccc(S(=O)(=O)N2CCCCC2)cc1	1%	10%	0.4	5%	-15%	2	6%	-5.1
O=S(=O)(c1cc(C(F)(F)F)ccc1Cl)N1CCN(c2ncnc3ccccc23)CC1	-8%	-4%	-0.1	3%	0%	-1	?	1.8
O=C(NCc1cccc(C(F)(F)F)c1)c1cc(Cl)ccc1Cl	-12%	-19%	0.3	0%	-3%	2	-19%	0.5
O=C(CN(Cc1ccco1)Cc1cccs1)N1CCN(S(=O)(=O)c2cccc(F)c2)CC1	-12%	12%	1.3	-3%	-12%	-2	11%	-2.2
N#Cc1nc(-c2ccco2)oc1N1CCCC1	-3%	4%	-0.4	-1%	-3%	-9	-1%	0.2
CN=C(Nc1ccc(C)c(C)c1)SC1CC(=O)N(c2ccc(OC)cc2)C1=O (stereo not drawn)	-9%	-2%	0.3	-4%	-4%	13	-8%	-0.1

Assay outcomes as filed in PubChem BioAssay.
